PLK1 kinase inh – blocks human PLK1 kinase activity | recombinant PLK1 kinase, TR-FRET peptide phosphorylation | inhibition, % at 10 µM | 97,000 compounds, 0.53% hits;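 active = inhibition of 50% or more in the single-concentration screen; inactive = inhibition below 50%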;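 also: 0% = DMSO max control and 100% = H-89 dihydrochloride min control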
Target sequence (P53350 whole entry, looked up): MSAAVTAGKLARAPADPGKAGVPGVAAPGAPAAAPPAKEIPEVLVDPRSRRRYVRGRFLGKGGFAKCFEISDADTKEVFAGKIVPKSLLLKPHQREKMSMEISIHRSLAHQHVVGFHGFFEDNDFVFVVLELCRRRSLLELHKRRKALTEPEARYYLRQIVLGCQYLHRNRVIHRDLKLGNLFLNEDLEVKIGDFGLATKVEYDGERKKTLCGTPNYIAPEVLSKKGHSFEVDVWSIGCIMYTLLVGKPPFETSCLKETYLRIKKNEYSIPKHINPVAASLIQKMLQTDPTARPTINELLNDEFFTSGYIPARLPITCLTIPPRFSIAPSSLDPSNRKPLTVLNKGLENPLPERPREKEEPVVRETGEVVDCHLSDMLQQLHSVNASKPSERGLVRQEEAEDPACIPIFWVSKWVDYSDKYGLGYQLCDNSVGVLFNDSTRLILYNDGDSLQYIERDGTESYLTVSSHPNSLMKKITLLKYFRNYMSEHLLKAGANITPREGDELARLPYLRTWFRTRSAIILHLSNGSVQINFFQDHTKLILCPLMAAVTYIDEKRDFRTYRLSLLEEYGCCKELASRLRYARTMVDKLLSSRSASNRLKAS
ERa SRC1 pot – enhances coactivator binding to human estrogen receptor alpha; P03372; AID 639; 86,000 compounds, 1.3% hits; TR-FRET ERalpha-LBD/SRC-Cy5 coactivator binding, 2 h; 100 = basal binding, no effect; coactivator binding (% of control), % at 25.6 µM; in the data active = activity above about 200%;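 also: binding measured in presence of low estradiol as agonist stimulus; 0% = peptide alone without receptor and 100% = receptor with peptide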
FAK blocker – inhibitors of human focal adhesion kinase; biochemical FAK kinase activity assay; inhibition, %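 (tested at 7 µM)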; 97,000 compounds, 0.84% hits; AID 727; in the data active = inhibition above about 19%;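 also: 0% = DMSO and 100% = reference compound high control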
ERa coact inh – ER-alpha (human) coactivator binding inhibition. 86,000 compounds, 1.7% hits. TR-FRET ER-alpha LBD / SRC-1 peptide, estradiol-bound. P03372. inhibition, % at 25.6 µM. AID 629; in the data active = inhibition above about 50%;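 also: 0% = receptor plus peptide control and 100% = peptide only without receptor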
Mac1 fbg enh – increases human CD11b/CD18 adhesion to fibrinogen; P05107+P11215; K562 CD11b/CD18 adhesion to fibrinogen, ATPlite luminescence; activation, % at 10 µM; AID 1499; 93,000 compounds, 0.07% hits;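 active = 10 µM primary screen giving 50% or more activity, confirmed by 40% or more on retest at that dose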; also: strong numbers were not always called active; reference of the scale not given here
ERb SRC1 inh – blocks coactivator binding to human estrogen receptor beta; Q92731; TR-FRET ER-beta LBD / SRC1-Cy5 peptide binding; receptor agonist-loaded with 1 µM estradiol; inhibition, % at 25.6 µM; 86,000 compounds, 1.3% hits;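 active = compounds whose percent inhibition of the receptor-coactivator binding signal exceeds about 50% in the single-dose screen, limit read from the data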;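 also: 0% = receptor plus peptide wells without compound and 100% = peptide-only wells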
Target sequence (Q92731 whole entry, looked up, the tested form may be a part): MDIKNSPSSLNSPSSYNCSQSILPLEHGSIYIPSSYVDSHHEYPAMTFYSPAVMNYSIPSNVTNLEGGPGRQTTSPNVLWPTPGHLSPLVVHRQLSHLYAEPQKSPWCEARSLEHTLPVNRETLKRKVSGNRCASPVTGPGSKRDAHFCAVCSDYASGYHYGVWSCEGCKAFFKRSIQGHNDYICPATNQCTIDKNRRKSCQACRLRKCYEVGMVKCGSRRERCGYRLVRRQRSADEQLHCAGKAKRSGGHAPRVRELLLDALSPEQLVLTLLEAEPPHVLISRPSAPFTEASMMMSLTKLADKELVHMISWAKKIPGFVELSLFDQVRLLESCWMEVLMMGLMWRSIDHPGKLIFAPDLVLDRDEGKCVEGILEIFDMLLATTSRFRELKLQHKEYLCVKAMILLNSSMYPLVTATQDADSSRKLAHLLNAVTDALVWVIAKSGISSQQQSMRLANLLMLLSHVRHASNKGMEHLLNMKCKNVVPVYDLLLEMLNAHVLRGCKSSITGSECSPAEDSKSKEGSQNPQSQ
Rev-RRE block – HIV Rev-RRE protein-RNA interaction inhibition. 97,000 compounds, 0.79% hits. Rev peptide-RRE RNA binding, FRET. P05866. AID 704. inhibition, % at 8 µM;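 active = inhibition above the screen-wide mean plus 3 SD, cut at about 35% in these data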;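 also: 0% = median DMSO wells and 100% = median Neomycin B control wells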
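Probe or stimulus: fluorescein-Rev peptide as binding partner; assay system: Cy5-tagged RRE RNA duplex with fluorescein-tagged Rev peptide; timing: 5 min compound–RNA preincubation, then 15 min with peptide, 25 °C; medium: HEPES pH 7.5 buffer with KCl, MgCl2, NaCl and EDTA; signal: fluorescein-to-Cy5 FRET, 480 nm excitation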
CD11b adhes inh – blocks human CD11b/CD18 adhesion to fibrinogen | AID 1497 | 93,000 compounds, 0.54% hits | K562 CD11b/CD18 adhesion to fibrinogen, ATPlite luminescence; Mn2+ added to activate the integrin | P05107+P11215 | inhibition, % at 10 µM;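 active = primary inhibition of 50% or more at 10 µM, then 40% or more on retest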; also: some results filed as inactive read as strong as hits
PLK1 PBD inh – Plk1 (human) PBD binding inhibition | P53350 | Plk1 PBD phosphopeptide binding, fluorescence polarization | inhibition, %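 (tested at about 20 µM)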 | 97,000 compounds, 0.13% hits | AID 693; in the data active = inhibition above about 34%, passing the limit was not always enough
Starred values were filed as active, the others as inactive; / = not tested or not shown; [ ] = remark or other dose.

SMILES | PLK1 kinase inh | ERa SRC1 pot | FAK blocker | ERa coact inh | Mac1 fbg enh | ERb SRC1 inh | Rev-RRE block | CD11b adhes inh | PLK1 PBD inh
CC1Cc2ccccc2N1C(=O)CN(C)S(=O)(=O)c1cccc2cccnc12 (stereo not drawn) | -22.3 | 94.0 | 1.1 | 5.4 | 3.9 | -6.7 | -0.2 | -1.0 | 6.6
Cc1ccc(Cl)cc1N1CCN(C(=O)C2CCN(c3nnc(-n4cccc4)s3)CC2)CC1 | / | 82.5[fluorescence artefact?] | / | 12.3[fluorescence artefact?] | 9.8 | 4.5 | / | 50.6 | /
Clc1ccc(CON/C=N/c2ncnc3sccc23)cc1 | -6.5 | / | 3.6 | / | / | / | 9.7 | / | -26.7
CCCOc1ccccc1C1NC(=O)NC(C)=C1C(=O)OCCOC (stereo not drawn) | -6.8 | 117.3 | -1.5 | -4.7 | 4.3 | -1.4 | -1.1 | 1.4 | -1.8
O=C(Nc1ccc2c(c1)oc1ccccc12)N1CCOCC1 | 2.9 | 118.1 | 7.9 | 10.9 | -1.5 | 4.3[fluorescence artefact?] | 9.0 | 2.1 | -0.1
O=C(NCc1cccs1)Nc1ccc2c(c1)OCO2 | -7.7 | 115.1 | 7.8 | -9.5 | / | -6.5 | 7.6 | / | 8.9
Cc1cc(C(F)(F)F)c2c(C)nn(CCc3nn[nH]n3)c2n1 | -9.9 | 109.4[fluorescence artefact?] | -5.2 | -3.5 | 13.0 | 12.2 | 8.1 | -31.3 | -16.8
CCCOc1ccc(NC(=O)CC2C(=O)N(CC)C(=S)N2Cc2cccs2)cc1 (stereo not drawn) | -15.0 | / | -4.8 | / | / | / | 13.4 | / | -3.5
CCOC(=O)c1c(NC(=O)OC)sc2c1CCC2 | -5.4 | 91.3 | 0.3 | -38.4 | 0.5 | -18.3[fluorescence artefact?] | 17.1 | -14.8 | -22.5
Cc1cc(Nc2ccc(N3CCC(C)CC3)cc2)n2ncnc2n1 | -1.1 | 89.9 | -2.2 | 3.9 | 7.8 | 14.6[fluorescence artefact?] | -0.2 | -35.4 | -1.6
Cc1c(C(=O)N2CCN(CCc3ccccc3)CC2)oc2ccccc12 | / | 99.4 | / | -1.9 | 0.8 | -2.2 | / | 13.7 | /
CCc1ccc(-c2nn[nH]n2)cc1 | -10.7 | 105.4 | -2.7 | 1.1 | -2.8 | -4.7 | 1.5 | -1.0 | 5.2
CCOC(=O)c1sc(NC(=O)c2c(C)noc2C)c(C(=O)OCC)c1C | -5.2 | 171.4 | -4.8 | 9.1 | / | 10.5 | 6.4 | / | -10.5
COc1ccc(NC(=O)c2ccccc2F)cc1Cl | -8.8 | 93.2 | 3.2 | -9.0 | 1.0 | -4.7 | -1.7 | -10.2 | 6.9
Cc1ccc(C(=O)Nc2nnc(-c3cccs3)s2)cc1C | -6.0 | 152.4 | -2.9 | 7.1 | / | 10.0[fluorescence artefact?] | 13.9 | / | -0.6
O=C(O)CCc1ccc(-c2ccc(F)cc2)n1CC1CCCO1 (stereo not drawn) | -3.6 | 101.0 | 1.0 | -5.7 | -4.2 | 28.9[fluorescence artefact?] | 8.2 | 11.3 | -15.4
CCCCn1c(C(C)O)nc2ccccc21 (stereo not drawn) | -10.9 | 113.8 | -2.6 | 2.1 | -1.0 | -3.2 | 6.3 | -9.6 | 18.0
COc1ccc(CC(C(=O)Nc2cccc(F)c2)c2nn[nH]n2)c(OC)c1 (stereo not drawn) | -2.0 | 101.1 | 2.0 | -3.0 | 2.9 | 0.2 | 5.3 | 2.4 | -13.7
CC(C)CN(C(=O)c1nn(C)c(=O)c2ccccc12)c1nc2ccccc2s1 | 1.1 | 81.7 | -2.5 | 5.1 | 11.6 | 47.0[fluorescence artefact?] | 2.5 | 14.7 | -8.3
O=C(NC1CC2CCC(C1)N2C(=O)NCc1ccccc1)NC12CC3CC(CC(C3)C1)C2 (stereo not drawn) | -3.9 | / | -2.7 | / | -0.4 | / | -3.3 | 5.5 | -18.6
CCCCC(=O)Nc1sc2c(c1C(=O)OCC)CCC(C=O)=C2Cl | -15.9 | / | 3.5 | / | -5.4 | / | 3.7 | -1.2 | -18.5
O=C(COc1ccccc1Cl)N1CCN(c2ccc([N+](=O)[O-])c(N3CCOCC3)c2)CC1 | -7.4 | / | -4.9 | / | 4.7 | / | 4.6 | 7.9 | -37.1
COc1ccc(NC(C)=O)cc1NC(=O)CN1CCN(c2ccccn2)CC1 | / | 118.3 | / | -6.5 | -1.8 | -7.5 | / | -17.1 | /
CCCCNC(=O)c1cccc(C(=O)NCCCC)c1 | -2.1 | 120.8 | 1.9 | -11.1 | 9.9 | -2.0 | -5.8 | -10.8 | -1.0
COC(=O)COc1cccc(NS(=O)(=O)c2ccc(NC(C)=O)cc2)c1 | -10.2 | 104.7 | -0.5 | -1.1 | 3.1 | -0.4 | 5.2 | -18.7 | -21.8
Cc1ccc(S(=O)(=O)NCCC(=O)NCc2ccccc2)cc1 | -4.8 | 122.8[fluorescence artefact?] | -2.9 | -9.2 | / | 2.1 | 3.5 | / | -22.3
O=C(Cc1cccc2ccccc12)N/N=C/c1ccc(OC(=O)/C=C/c2ccco2)cc1 | -10.0 | 88.2[fluorescence artefact?] | 2.2 | 65.4*[fluorescence artefact?] | / | 47.6[fluorescence artefact?] | 12.8 | / | 11.4
CC(C)(C)c1nn(-c2ccccc2)c2[nH]c(=O)c(CNCc3ccco3)cc12 | 1.5 | 103.7 | -4.2 | 2.7[fluorescence artefact?] | 1.9 | -5.4 | 8.4 | -4.1 | -11.8
O=S(=O)(Nc1nccs1)c1cc(Cl)ccc1Cl | -3.1 | 51.2[fluorescence artefact?] | 5.9 | 55.9* | 5.9 | 51.2* | 15.9 | -18.6 | 16.2
Cc1sc2ncnc(Sc3nnnn3-c3ccc(Cl)cc3)c2c1C | -5.4 | 157.5 | -5.3 | -2.4[fluorescence artefact?] | -3.8 | -2.3 | 1.1 | -5.6 | 25.8

Ordered by the number under Mac1 fbg enh (largest number first): some entries from above.
SMILES | PLK1 kinase inh | ERa SRC1 pot | FAK blocker | ERa coact inh | Mac1 fbg enh | ERb SRC1 inh | Rev-RRE block | CD11b adhes inh | PLK1 PBD inh
Cc1cc(C(F)(F)F)c2c(C)nn(CCc3nn[nH]n3)c2n1 | -9.9 | 109.4[fluorescence artefact?] | -5.2 | -3.5 | 13.0 | 12.2 | 8.1 | -31.3 | -16.8
O=C(COc1ccccc1Cl)N1CCN(c2ccc([N+](=O)[O-])c(N3CCOCC3)c2)CC1 | -7.4 | / | -4.9 | / | 4.7 | / | 4.6 | 7.9 | -37.1
CC1Cc2ccccc2N1C(=O)CN(C)S(=O)(=O)c1cccc2cccnc12 (stereo not drawn) | -22.3 | 94.0 | 1.1 | 5.4 | 3.9 | -6.7 | -0.2 | -1.0 | 6.6
CC(C)(C)c1nn(-c2ccccc2)c2[nH]c(=O)c(CNCc3ccco3)cc12 | 1.5 | 103.7 | -4.2 | 2.7[fluorescence artefact?] | 1.9 | -5.4 | 8.4 | -4.1 | -11.8

Other structures
SMILES | PLK1 kinase inh | ERa SRC1 pot | FAK blocker | ERa coact inh | Mac1 fbg enh | ERb SRC1 inh | Rev-RRE block | CD11b adhes inh | PLK1 PBD inh
COCc1cc(=O)n2[nH]c(-c3ccsc3-n3c(C)ccc3C)cc2n1 | -1.0 | 41.1 | 1.1 | 31.3 | -2.8 | 42.2 | 1.4 | 13.6 | 0.6
COc1ccc2c(c1)C(=O)c1ccccc1CO2 | -3.8 | 96.4 | -0.1 | -3.6 | 0.5 | 19.3 | 9.0 | 18.1 | 3.5
CC(C)Cc1cc(C(=O)Nc2sc3c(c2C#N)CCCC3)no1 | / | 72.4[fluorescence artefact?] | / | -3.0 | -0.7 | 1.5 | / | 20.4 | /
CCOC(=O)/C=c1\s/c(=C\c2ccc3cc(OC)ccc3c2)c(=O)n1CC(=O)NCC1CCCO1 (stereo not drawn) | -15.0 | / | -2.1 | / | -1.3 | / | 11.3 | -7.8 | -19.2
COC(=O)C(NC(C)=O)(Nc1ccccn1)C(F)(F)F (stereo not drawn) | -15.3 | 83.3 | -7.3 | 5.7 | / | 1.1 | 1.9 | / | 6.4
Cc1cccc(C)c1OCC(=O)NCc1nnc(SCC(=O)NC2CCCCC2)n1C | -13.6 | 99.4 | -0.5 | -22.7 | -4.0 | -3.2 | 3.4 | -10.2 | -6.6
CC(Sc1nnc(-c2ccc(Cl)cc2)n1C)C(N)=O (stereo not drawn) | -3.8 | 108.0 | 2.2 | -1.5 | 2.7 | -6.4 | 7.3 | -4.5 | -24.1
CC(/C=N\N1CCN(c2ccc(Cl)cc2)CC1)=C\c1ccccc1 | -8.4 | / | -0.5 | / | -3.1 | / | 8.4 | -29.5 | 9.7
CC1=C(C(N)=O)C(c2ccccc2F)NC(=O)N1 (stereo not drawn) | -17.6 | / | -0.2 | / | -1.1 | / | 11.4 | 17.1 | 31.4
COC(=O)c1ccccc1NS(=O)(=O)c1ccc2c3c(cccc13)C(=O)N2 | -17.8 | 91.3[fluorescence artefact?] | 10.3 | 4.8 | 5.1 | -5.5 | 15.0 | -4.6 | -6.2
c1ccc(CN2CCN(CCN3CCn4c3nc3ccccc34)CC2)cc1 | / | 114.7 | / | -3.0 | -0.9 | -4.1 | / | -7.6 | /
CCOC(=O)c1cccc(NC(=O)CSc2nnc(COc3ccccc3)n2CC)c1 | -15.6 | 103.6 | -3.6 | -6.5 | -2.9 | -2.3 | 8.2 | 5.2 | -2.1
CCn1c(SCC(=O)c2ccc3ccccc3c2)nnc1-c1cccs1 | -4.9 | 106.8 | 3.8 | -0.2 | / | -0.9 | 10.5 | / | 3.8
N#Cc1cn(CCOc2ccc(F)cc2)c2ccccc12 | 9.7 | 97.7[fluorescence artefact?] | 3.7 | 2.4 | / | 5.2[fluorescence artefact?] | 17.6 | / | -0.5
CC(C)OC(=O)CSc1nnc(-c2ccc(Cl)cc2Cl)n1N | -9.3 | 140.0[fluorescence artefact?] | -2.3 | -2.7 | -2.2 | -5.0[fluorescence artefact?] | 3.8 | 4.3 | 37.6
CCCn1c(-c2cc(OC)c(OC)c(OC)c2)nc2nc3ccccc3nc21 | -7.5 | 90.2[fluorescence artefact?] | -4.2 | -5.0 | / | -5.7 | -0.3 | / | -27.6
Cc1ccc2[nH]c(=O)c(C3C(C#N)=C(N)Oc4c3ccc3cccnc43)cc2c1 (stereo not drawn) | 17.7 | 49.3[fluorescence artefact?] | 1.4 | 78.8* | 57.5 | 60.9* | 5.9 | -9.3 | -1.0
O=C(CN1C(=O)COc2ccccc21)Nc1ccc2c(c1)OCCO2 | / | 111.2 | / | 0.0[fluorescence artefact?] | -2.8 | -4.9[fluorescence artefact?] | / | -4.0 | /
CCc1nc(C)ccc1OCC(=O)N(CC)CC | -30.8 | 120.6 | -0.2 | -4.9 | -2.9 | -31.4 | -0.3 | -1.2 | 13.2
COc1ccc(C)cc1Nc1cc(C)nc2nc(C)nn12 | / | 104.9 | / | -5.1 | 3.0 | -5.7 | / | 5.9 | /
COc1ccc(CNC(=O)C2CCN(S(=O)(=O)c3cc(OC)ccc3OC)CC2)cc1 | -14.2 | 104.5 | 0.7 | -2.9 | -0.4 | -0.5[fluorescence artefact?] | 3.9 | -5.9 | 4.1
Nc1nonc1-c1nc2ccccc2n1CCC(=O)O | 7.7 | 88.8[fluorescence artefact?] | -5.8 | 13.0 | -0.8 | 26.2 | 12.6 | -5.2 | 5.9
CCOC(=O)c1cc2c(ccn2C)n1CC(=O)N1CCN(c2ccc(F)cc2)CC1 | -8.4 | 109.4 | 3.0 | 3.1[fluorescence artefact?] | 0.2 | -2.0[fluorescence artefact?] | 0.1 | 1.0 | -11.4
CCSC(=O)NC12CC3CC(CC(C3)C1)C2 | -10.1 | 120.1 | -0.2 | -2.8 | -3.5 | -2.1 | 4.9 | -4.5 | -24.4
